Compound activity from PubChem.
APP 5'UTR act = activators of APP 5'UTR luciferase reporter, primary screen, SH-SY5Y cells; SH-SY5Y APP 5'UTR luciferase reporter, luminescence; zero percent = DMSO vehicle wells; activation, % at 2 µM; hit rate 1% among 190,000;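 active = activation above a set limit, based on mean plus 3 SD of controls, cut at about 140% in these data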; also: values of inactives mirror those of a sister screen read the other way
Efa HMGR inh = inhibitors of E. faecalis class II HMGR, primary screen, biochemical, Enterococcus faecalis. HMG-CoA reductase (Enterococcus faecalis, mvaE). purified E. faecalis HMGR, NADPH absorbance 340 nm kinetic. inhibition, % at 10 µM. hit rate 0.41% among 190,000;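 active = inhibition above a set limit, the median over all tested compounds plus 3 SD, cut at about 9.5% in these data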;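 also: enzyme runs in reverse so mevalonate oxidation gives rising NADPH absorbance; 0% = complete reaction with DMSO and 100% = background rate lacking mevalonate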
APP 5UTR inh = inhibitors of APP translation via 5'UTR reporter, primary screen, APP 5'UTR luciferase, SH-SY5Y cells. SH-SY5Y APP 5'UTR-luciferase reporter, luminescence. inhibition, % at 2 µM. hit rate 0.82% among 190,000;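 active = inhibition above a set limit, derived from the sample mean plus 3 SD, cut at about 45% in these data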; also: values of inactives mirror those of a sister screen read the other way
STAT1 activator = STAT1 signaling activators, primary screen, cell-based, HTS, luciferase reporter. activation (% of control), % at 5.5 µM. NIH 3T3 STAT1-luciferase reporter, IFN-gamma, luminescence; 100% = IFN-gamma alone, no compound. AID 932, 2007. hit rate 2.6% among 200,000;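 active = activation above the screen-wide mean activation plus 3 SD, cut at about 130% in these data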;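 also: raw ratio to IFN-gamma control signal so 100% means no change and 0% no light; values of inactives mirror those of a sister screen read the other way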
Hsp70 act = Hsp70 transcriptional activators, primary screen, cell-based, HeLa, Hsp70 promoter luciferase, luminescence, 10 µM; HeLa Hsp70 promoter luciferase reporter; scaled: vehicle 0, proteasome-inhibitor control 100%; activation, % at 10 µM; hit rate 0.04% among 200,000; AID 1203, 2008;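 active = activation above the mean across all tested compounds plus 3 SD, cutoff set per campaign, cut at about 5.5% in these data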;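 also: 100% = MG132 at 30 µM as the positive control and 0% = DMSO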
Redox H2O2 prof = compounds producing H2O2 with reducing agent – biochemical, NIH compound library profiling, artefact control for MLSCN library redox annotation, primary screen | DTT-dependent redox cycling H2O2, phenol red/HRP absorbance; 100% = 100 µM peroxide control, 0% = buffer | activation, % at 10 µM | AID 878, 2007 | hit rate 0.03% among 200,000;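 active = activation of at least 50% relative to the plate's high and low controls in the primary single-dose screen; inactive = activation below 50%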;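 also: compound incubated with DTT at 0.8 mM final as the reducing agent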
FLuc inhib CS = firefly luciferase enzyme inhibitors, primary screen, artefact control for luciferase-based inhibitor screens, biochemical, luminescence, ATPLite | Luciferin 4-monooxygenase (Photinus pyralis), P08659 | 10 min | inhibition, % at 10 µM | hit rate 1.5% among 200,000;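 active = inhibition above about 50% when tested at 10 µM, limit read from the data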
Target sequence (P08659 whole entry, looked up): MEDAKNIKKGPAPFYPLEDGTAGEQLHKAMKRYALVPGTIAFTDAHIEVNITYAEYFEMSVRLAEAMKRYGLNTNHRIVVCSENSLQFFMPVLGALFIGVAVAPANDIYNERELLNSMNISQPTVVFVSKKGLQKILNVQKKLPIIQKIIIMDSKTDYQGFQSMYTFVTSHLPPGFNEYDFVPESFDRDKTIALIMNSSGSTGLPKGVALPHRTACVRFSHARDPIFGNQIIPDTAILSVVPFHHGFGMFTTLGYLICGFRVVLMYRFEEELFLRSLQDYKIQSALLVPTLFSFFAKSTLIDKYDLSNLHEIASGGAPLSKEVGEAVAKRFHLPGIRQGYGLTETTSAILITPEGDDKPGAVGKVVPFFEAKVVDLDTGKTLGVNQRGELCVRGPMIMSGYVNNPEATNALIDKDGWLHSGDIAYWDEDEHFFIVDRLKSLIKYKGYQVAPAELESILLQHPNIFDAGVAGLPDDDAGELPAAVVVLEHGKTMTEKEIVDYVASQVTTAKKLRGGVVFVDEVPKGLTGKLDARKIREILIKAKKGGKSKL
G6PDH counter = L. mesenteroides G6PDH inhibitors, counter-screen for G6PDH-coupled screening assays, biochemical, Leuconostoc mesenteroides enzyme; glucose-6-phosphate dehydrogenase [Leuconostoc mesenteroides]; Purified L. mesenteroides G6PDH, diaphorase/resazurin coupled fluorescence, 45 min; inhibition, % at 5 µM; hit rate 0.12% among 200,000; AID 1020, 2008; in the data active = inhibition above about 50%
FLuc stim CS = FLuc activators, initial screening, artefact control for FLuc-dependent activation tests, biochemical, ATPlite luminescence; Luciferin 4-monooxygenase (Photinus pyralis), P08659; ATPlite luciferase biochemical, 10 min; 0 = ATP-free wells, 1 = DMSO control; activation factor at 10 µM; 200,000 tested, under 10 active; AID 1027, 2008;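 active = luciferase activation factor, scaled between plate controls, of at least 2 with compound at 10 µM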
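System: luciferase plus luciferin reagent, cell-free; medium: PBS as buffer for the ATP substrate; dosing: test compounds dosed from 2 mM stocks in 100% DMSO; timing: 10 min post-reagent at room temperature; measured by: luminescence measurement of luciferase light output; evaluation: luciferase activation, seen as luminescence increase over controls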
NF-kB expr up = activators of NF-kB expression in neurons, primary screen, cell-based, HTS. human neuronal cells, NF-kB reporter expression; stronger effect = higher value. fold change at 12.5 µM. hit rate 1.6% among 190,000. AID 1239, 2008; in the data active = fold change above about 3.3
Numbers without * were called inactive.

Screening Cc1onc(-c2ccccc2)c1C(=O)Nc1cccc2nsnc12 returned APP 5'UTR act -4, Efa HMGR inh -1, APP 5UTR inh 4, STAT1 activator 94, Hsp70 act 0.1, Redox H2O2 prof 0.1, FLuc inhib CS -5, G6PDH counter 7, FLuc stim CS 1 and NF-kB expr up 1.2.
Screening Cn1cc(SCC(=O)NCc2ccc3c(c2)OCO3)c2ccccc21 returned APP 5'UTR act 0, Efa HMGR inh -5, APP 5UTR inh 0, STAT1 activator 99, Hsp70 act -0.1, Redox H2O2 prof -2.9, FLuc inhib CS -3, G6PDH counter 2, FLuc stim CS 1 and NF-kB expr up 1.6.
For CCc1ccccc1NC(=S)N1CCNC(=O)C1CC(=O)OC (centres undefined) the results were APP 5'UTR act -1, Efa HMGR inh -3, APP 5UTR inh 1, STAT1 activator 104, Hsp70 act 0.0, Redox H2O2 prof 0.4, FLuc inhib CS -2, G6PDH counter 20, FLuc stim CS 1 and NF-kB expr up 1.
Screening O=[N+]([O-])c1ccc(Cl)cc1N1CCCCC1 returned APP 5'UTR act 1, Efa HMGR inh -5, APP 5UTR inh -1, STAT1 activator 89, Hsp70 act -0.3, Redox H2O2 prof -0.4, FLuc inhib CS -4, G6PDH counter 6, FLuc stim CS 1 and NF-kB expr up 1.
For O=c1c(Cl)c2oc3ccccc3nc-2c2ccccc12 the results were APP 5'UTR act 4, Efa HMGR inh -6, APP 5UTR inh -4, STAT1 activator 100, Hsp70 act -0.4, Redox H2O2 prof -0.5, FLuc inhib CS -9, G6PDH counter 18, FLuc stim CS 1.1 and NF-kB expr up 0.83.
`CN1/C(=C\C(=O)c2ccco2)C(C)(C)c2ccccc21` gave APP 5'UTR act 8, Efa HMGR inh 1, APP 5UTR inh -8, STAT1 activator 90, Hsp70 act -0.1, Redox H2O2 prof 0.5, FLuc inhib CS -3, G6PDH counter 5, FLuc stim CS 1 and NF-kB expr up 0.74.
`CCCCc1ccc(/C=C(\C#N)C(N)=S)s1` gave APP 5'UTR act -16, Efa HMGR inh 0, APP 5UTR inh 16, STAT1 activator 77, Hsp70 act 0.1, Redox H2O2 prof -0.1, FLuc inhib CS -5, G6PDH counter 10, FLuc stim CS 1.1 and NF-kB expr up 1.2.
Screening CC(C)CCNC(=O)C(=O)NCCC1=CCCCC1 returned APP 5'UTR act 29, Efa HMGR inh 1, APP 5UTR inh -29, STAT1 activator 109, Hsp70 act -0.5, Redox H2O2 prof -0.6, FLuc inhib CS -6, G6PDH counter -3, FLuc stim CS 1.1 and NF-kB expr up 2.
CC(C)OC(=O)CSc1nc(C(C)C)nc2ccccc12 was read as APP 5'UTR act 0, Efa HMGR inh 7, APP 5UTR inh 0, STAT1 activator 102, Hsp70 act -0.4, Redox H2O2 prof -0.2, FLuc inhib CS -6, G6PDH counter 9, FLuc stim CS 1.1 and NF-kB expr up 1.2.
Screening CCCCOc1ccc(/C=C/C(=O)Nc2ccc([N+](=O)[O-])cc2C)cc1 returned APP 5'UTR act 8, Efa HMGR inh -4, APP 5UTR inh -8, STAT1 activator 87, Hsp70 act -0.4, Redox H2O2 prof 1.1, FLuc inhib CS 1, G6PDH counter -1, FLuc stim CS 1 and NF-kB expr up 0.99.
Screening COc1ccc(S(=O)(=O)N2CCC(C(=O)N3CCN(c4ccccc4OC)CC3)CC2)cc1 returned APP 5'UTR act 3, Efa HMGR inh 1, APP 5UTR inh -3, STAT1 activator 122, Hsp70 act -0.2, Redox H2O2 prof 0.7, FLuc inhib CS -1, G6PDH counter -4, FLuc stim CS 1 and NF-kB expr up 0.94.
For Cc1cccc(-c2nsc(SCC(=O)Nc3nccs3)n2)c1 the results were APP 5'UTR act 19, Efa HMGR inh -1, APP 5UTR inh -19, STAT1 activator 102, Hsp70 act -0.2, Redox H2O2 prof -0.8, FLuc inhib CS -5, G6PDH counter -4, FLuc stim CS 1 and NF-kB expr up 1.4.
Screening O=C(CSc1ccc(F)cc1)N1CCC(c2nc3ccccc3s2)CC1 returned APP 5'UTR act 7, Efa HMGR inh 3, APP 5UTR inh -7, STAT1 activator 100, Hsp70 act -0.1, Redox H2O2 prof -5.4, FLuc inhib CS 1, G6PDH counter 9, FLuc stim CS 1 and NF-kB expr up 0.97.
`Cc1sc(NC(=S)NC(=O)c2ccccc2)c(C#N)c1C` gave APP 5'UTR act 39, APP 5UTR inh -38, STAT1 activator 111, Hsp70 act -0.4 and Redox H2O2 prof 1.2.
Screening CCOc1ccccc1C(=O)Nc1ccccc1O returned APP 5'UTR act 13, Efa HMGR inh 1, APP 5UTR inh -13, STAT1 activator 101, Hsp70 act -0.3, Redox H2O2 prof 0.6, FLuc inhib CS -5, G6PDH counter -6, FLuc stim CS 1 and NF-kB expr up 1.1.
Screening O=C(NC1CC1)c1ccc(F)cc1Cl returned APP 5'UTR act -18, Efa HMGR inh -1, APP 5UTR inh 18, STAT1 activator 102, Hsp70 act -0.2, Redox H2O2 prof 0.1, FLuc inhib CS -1, G6PDH counter -4, FLuc stim CS 1 and NF-kB expr up 1.2.
Screening CCC(NC(=O)c1ccc(C#CC2(O)CCCCC2)cc1)C(=O)O (centres undefined) returned APP 5'UTR act 2, Efa HMGR inh -8, APP 5UTR inh -2, STAT1 activator 101, Hsp70 act 0.4, Redox H2O2 prof -1.1, FLuc inhib CS -3, G6PDH counter 3, FLuc stim CS 1 and NF-kB expr up 0.99.
`Cn1c(=O)c2c(nc(Br)n2CCSc2nnnn2-c2ccccc2)n(C)c1=O` gave APP 5'UTR act -2, Efa HMGR inh -1, APP 5UTR inh 2, STAT1 activator 86, Hsp70 act -0.3, Redox H2O2 prof 0.5, FLuc inhib CS -7, G6PDH counter -24, FLuc stim CS 1.1 and NF-kB expr up 0.79.
CCOC(=O)C1CCN(S(=O)(=O)Cc2ccc(Cl)cc2)CC1 was read as APP 5'UTR act -5, Efa HMGR inh 2, APP 5UTR inh 5, STAT1 activator 95, Hsp70 act 0.2, Redox H2O2 prof -2.9, FLuc inhib CS -7, G6PDH counter 14, FLuc stim CS 1.1 and NF-kB expr up 0.95.
Screening C(=N\N1CCN(C(c2ccccc2)c2ccccc2)CC1)/c1ccc2c(c1)OCO2 returned APP 5'UTR act -8, Efa HMGR inh 3, APP 5UTR inh 8, STAT1 activator 101, Hsp70 act 0.0, Redox H2O2 prof 0.5, FLuc inhib CS -5, G6PDH counter 10, FLuc stim CS 1 and NF-kB expr up 1.1.
Screening CC[n+]1c(C)sc2c3ccsc3ccc21 returned APP 5'UTR act -11, Efa HMGR inh -1, APP 5UTR inh 11, STAT1 activator 97, Hsp70 act -0.3, Redox H2O2 prof -0.1, FLuc inhib CS -6, G6PDH counter 1, FLuc stim CS 1.1 and NF-kB expr up 1.2.
Screening Cc1nn(-c2ccccc2)c(Cl)c1/C=N/Nc1nnc(C)c(=O)[nH]1 returned APP 5'UTR act 13, Efa HMGR inh 4, APP 5UTR inh -13, STAT1 activator 98, Hsp70 act -0.2, Redox H2O2 prof 0.3, FLuc inhib CS 21, G6PDH counter 8, FLuc stim CS 0.8 and NF-kB expr up 1.8.
For COCCN(CCOC)C(=O)c1cc2sc3ccccc3c2s1 the results were APP 5'UTR act 6, Efa HMGR inh -1, APP 5UTR inh -6, STAT1 activator 103, Hsp70 act 0.1, Redox H2O2 prof -0.5, FLuc inhib CS -6, G6PDH counter 1, FLuc stim CS 1.1 and NF-kB expr up 1.3.
CC1CC(NS(=O)(=O)c2cccs2)CC(C)(C)C1 (centres undefined) was read as APP 5'UTR act 6, Efa HMGR inh -5, APP 5UTR inh -6, STAT1 activator 96, Hsp70 act -0.4, Redox H2O2 prof 0.6, FLuc inhib CS -6, G6PDH counter 7, FLuc stim CS 1.1 and NF-kB expr up 1.2.
C=C(C)C1CC=C(CN2CCC(C(=O)OCC)CC2)CC1 (centres undefined) was read as APP 5'UTR act 7, Efa HMGR inh -3, APP 5UTR inh -7, STAT1 activator 105, Hsp70 act -0.2, Redox H2O2 prof -0.1, FLuc inhib CS -8, G6PDH counter 6, FLuc stim CS 1.1 and NF-kB expr up 1.1.
For CCn1c(SCC(=O)NC(C)(C)C)nnc1-c1ccccn1 the results were APP 5'UTR act -4, Efa HMGR inh -1, APP 5UTR inh 4, STAT1 activator 96, Hsp70 act 0.0, Redox H2O2 prof 0.1, FLuc inhib CS 2, G6PDH counter 18, FLuc stim CS 1 and NF-kB expr up 0.96.
`O=C(NCc1ccco1)C(c1cccs1)N(C(=O)C1COc2ccccc2O1)c1cccc(O)c1` (centres undefined) gave APP 5'UTR act -10, Efa HMGR inh -5, APP 5UTR inh 10, STAT1 activator 100, Hsp70 act -0.2, Redox H2O2 prof 2.6, FLuc inhib CS -7, G6PDH counter 10, FLuc stim CS 1.1 and NF-kB expr up 0.65.
For Nc1ccc2oc(-c3ccccc3Cl)nc2c1 the results were APP 5'UTR act 10, Efa HMGR inh 2, APP 5UTR inh -10, STAT1 activator 151*, Hsp70 act -0.3, Redox H2O2 prof 0.9, FLuc inhib CS 75*, G6PDH counter -7, FLuc stim CS 0.3 and NF-kB expr up 2.4.
For Cc1ccc(C2(c3noc(CN(C)Cc4ccccn4)n3)CCCC2)cc1 the results were APP 5'UTR act -20, Efa HMGR inh -5, APP 5UTR inh 20, STAT1 activator 93, Hsp70 act -0.4, Redox H2O2 prof 1.0, FLuc inhib CS -5, G6PDH counter 6, FLuc stim CS 1 and NF-kB expr up 1.2.
Screening Cc1ccc(NC(=O)CCC(=O)c2cccs2)cc1 returned APP 5'UTR act 11, Efa HMGR inh 2, APP 5UTR inh -11, STAT1 activator 105, Hsp70 act -0.2, Redox H2O2 prof 0.2, FLuc inhib CS 9, G6PDH counter 13, FLuc stim CS 0.9 and NF-kB expr up 1.
For Cc1cccc(OCCSc2nc3ncnc(N)c3[nH]2)c1 the results were APP 5'UTR act 21, Efa HMGR inh 0, APP 5UTR inh -21, STAT1 activator 91, Hsp70 act -0.1, Redox H2O2 prof -0.5, FLuc inhib CS -4, G6PDH counter -2, FLuc stim CS 1 and NF-kB expr up 0.94.
COC(=O)c1cc(Cl)c(NC(=O)/C=C/c2ccc(Cl)cc2Cl)cc1OC was read as APP 5'UTR act -4, Efa HMGR inh -5, APP 5UTR inh 4, STAT1 activator 98, Hsp70 act -0.6, Redox H2O2 prof 2.4, FLuc inhib CS 2, G6PDH counter -25, FLuc stim CS 1 and NF-kB expr up 0.88.
`O=C1CN(C(=O)CSc2nncs2)c2ccccc2N1` gave APP 5'UTR act 8, Efa HMGR inh -1, APP 5UTR inh -8, STAT1 activator 91, Hsp70 act -0.3, Redox H2O2 prof 0.4, FLuc inhib CS -5, G6PDH counter 2, FLuc stim CS 1.1 and NF-kB expr up 0.95.

Random draw from the library; overall some 5.3% were active at least once.
